Assay outcomes deposited in PubChem by National Center for Advancing Translational Sciences (NCATS).
CBFb-RUNX1 inh – CBF-beta/RUNX1 interaction disruption. AlphaScreen CBFb-His/RUNX1-biotin binding, biochemical. Potency, µM (doses to about 59.8 µM), for inactives: at the highest dose activity, negative = inhibition, most hits filed as inhibitors. 230,000 tested, under 10 active. AID 1477; further: % of control where 0% means no effect
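His-tagged CBF-beta and biotinylated RUNX1 (30 nM each) were premixed 20 min at room temperature, exposed to compound for 15 min, then given nickel-chelate and streptavidin AlphaScreen beads (50 ng each). After 90 min, AlphaScreen signal was read.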
LMNA splice mod – LMNA splicing modulation | HeLa LMNA splicing GFP/RFP minigene ratio, 48 h | 200,000 tested, 0.01% active | AID 1487 | Potency, µM (top dose mostly 46.1 µM), for inactives: at the top dose ratio change, negative = inhibition, usual class: inhibitors; active means well fitted inhibition curve with a large enough effect in the signal ratio, with a control signal flat, not every such curve was filed as active; inconclusive means small, poorly fitted or top-dose-only effect, or effect the other way, or a change in a side signal; the % refers to the signal ratio; further: potency means the concentration at half of the fitted maximal effect; on the % scale 0 is the no-effect control and ±100 the full control effect
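Read-out is the ratio of GFP to DsRed2 object intensity, acquired by 488 nm laser-scanning cytometry on HeLa lamin A-EGFP minigene reporter cells. Compound incubation 48 hrs at 37 °C in Opti-MEM with 2% FBS; DMSO 0.5% final.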
NPSR antag – antagonists of human neuropeptide S receptor cAMP signaling; Q6W5P4; CHO-NPSR cells, cAMP TR-FRET, antagonist mode; 220,000 tested, 1% active; Potency, µM (top dose mostly 38.3 µM), for inactives: top-dose activity change, negative = inhibition, most hits filed as inhibitors; further: potency means the concentration at half of the fitted maximal effect; on the % scale 0 is the no-effect control and ±100 the full control effect; nearly all actives have a fitted effect of over 50% in size; many of its hits are not listed in these tables
Target sequence (Q6W5P4 whole entry, looked up): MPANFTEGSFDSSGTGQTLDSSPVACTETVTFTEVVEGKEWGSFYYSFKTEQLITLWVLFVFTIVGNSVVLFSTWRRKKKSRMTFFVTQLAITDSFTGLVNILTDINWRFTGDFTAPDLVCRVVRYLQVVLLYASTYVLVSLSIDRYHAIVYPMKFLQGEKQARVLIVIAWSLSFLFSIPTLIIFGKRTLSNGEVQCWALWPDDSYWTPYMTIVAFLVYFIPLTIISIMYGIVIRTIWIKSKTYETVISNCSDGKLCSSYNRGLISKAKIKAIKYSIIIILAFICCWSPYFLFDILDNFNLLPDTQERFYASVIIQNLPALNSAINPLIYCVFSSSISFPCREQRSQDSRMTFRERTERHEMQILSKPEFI
IMPase Li cell – cell-permeable IMPase inhibitors with lithium potentiation. CHO-M1 cells, IP1 TR-FRET (IP-One), carbachol + lithium. Potency, µM (titrated, usually from 59.4 µM), for inactives: top-dose activity, negative = IMPase inhibition, usual class: inhibitors. 210,000 tested, 0.35% active. AID 1457;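 further: IP1 builds up when IMPase is blocked and the TR-FRET signal falls; potency means the concentration at half of the fitted maximal effect; plate controls were basal vehicle for no effect and high inhibitor control for full effect; nearly all actives have a fitted effect of over 50% in size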
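Concentration–response in CHO-M1 cells, lithium-potentiated; 30 min at 37C. IP1 detected by competitive TR-FRET after 10 min lysis at RT. Hill-fitted AC50.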
KinaseGlo FLuc – Kinase-Glo luciferase inhibition (counter-screen) | Q27757 | Kinase-Glo luciferase, ATP luminescence, 8 min | Potency, µM (series often up to 38.3 µM), without a hit: top-dose activity change, negative = inhibition, most hits filed as inhibitors | 200,000 tested, 0.28% active | AID 1379; further: potency means the concentration at half of the fitted maximal effect; on the % scale 0 is the no-effect control and ±100 the full control effect; nearly all actives have a fitted effect of over 60% in size
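Compounds were added to a substrate mix at pH 7.2 (50 mM imidazole, 10 uM ATP, within the enzyme's linear range), followed by Kinase-Glo detection reagent; luminescence was measured after 8 minutes at ambient temperature.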
aGal spleen mod – alpha-galactosidase A (human) modulation. P06280. human spleen homogenate, 4MU-alpha-Gal fluorescence, 40 min. Potency, µM (series often up to 80 µM), without a hit: top-dose activity change, negative = inhibition, hits mostly inhibitors. 240,000 tested, 0.008% active;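 further: potency means the concentration at half of the fitted maximal effect; 0% = enzyme with vehicle and -100% = no enzyme basal signal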
Target sequence (P06280 32-429 limits assumed): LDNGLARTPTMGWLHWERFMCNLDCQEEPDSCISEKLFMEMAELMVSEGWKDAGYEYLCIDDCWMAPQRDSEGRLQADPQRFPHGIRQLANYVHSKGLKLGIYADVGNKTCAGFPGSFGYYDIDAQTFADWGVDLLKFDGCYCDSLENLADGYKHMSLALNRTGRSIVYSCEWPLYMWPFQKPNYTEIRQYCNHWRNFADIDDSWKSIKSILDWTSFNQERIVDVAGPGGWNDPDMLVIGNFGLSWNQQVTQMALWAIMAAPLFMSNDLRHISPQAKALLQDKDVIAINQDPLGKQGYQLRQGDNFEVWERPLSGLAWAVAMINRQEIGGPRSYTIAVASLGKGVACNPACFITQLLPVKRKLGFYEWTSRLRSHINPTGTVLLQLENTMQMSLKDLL
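Human spleen homogenate (1 ug) as enzyme source, 4-methylumbelliferyl-alpha-D-galactopyranoside 1 mM final, citrate/phosphate pH 5.0 with 0.01% Tween-20. Compounds 40 min at 37C, NaOH/glycine stop; fluorescence Ex 365/Em 440, Hill-fit AC50.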
Epigenetic derep – epigenetic control regulation, reporter derepression | murine LDR cells, GFP reporter derepression, 30 h | 280,000 tested, 0.2% active | Potency, µM (titrated, usually from 53.9 µM), without a hit: top-dose GFP activation, most hits filed as activators | AID 1865; further: potency means the concentration at half of the fitted maximal effect; % of control where 0% means no effect; nearly all actives have a fitted effect of over 60% in size
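Murine LDR cells bearing a silenced CMV-driven GFP reporter were exposed to compound for 30 h at 37 C. After PBS washes, GFP-positive cells (20-120 um objects) counted by laser-scanning microplate cytometry.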
Starred values were filed as active, the others as inactive; ? = inconclusive; . = not tested or not shown; [ ] = remark or other dose. Unless noted, the call rests on the fitted dose curve; in most records, active means well fitted curve in the direction sought with a large enough effect; inconclusive means small, poorly fitted or top-dose-only effect, or another doubt; inactive means no such curve, though single readings can be large; an effect the other way counts as inactive or inconclusive. A portion of the library, so the mix of outcomes need not match the whole.

Results follow in this order: CBFb-RUNX1 inh	LMNA splice mod	NPSR antag	IMPase Li cell	KinaseGlo FLuc	aGal spleen mod	Epigenetic derep
> Cc1nc(C)c(C(=O)C2=C(O)C(=O)N(CCN3CCOCC3)C2c2ccco2)s1 (stereo not given)
  3.5%	12.6%	-4.1%[46.1 µM]	-14.6%[38.3 µM]	-1.9%	2.6%	0.0%
> O=c1c2nnn(Cc3ccc(Cl)cc3)c2ncn1Cc1ccc(F)cc1
  13.4%	-9.0%	-19.5%[46.1 µM]	9.5%	4.5%	0.9%	0.0%
> OCCNC(=S)Nc1ccc(Cl)c(Cl)c1
  -4.8%	?	7.9%	0.2%	2.2%	-0.5%	-0.9%
> Cn1nccc1NC(=O)COCC(=O)O
  1.5%	.	-32.1%	.	.	11.1%	0.0%
> CCOC(=O)c1sc(N)c(C#N)c1CSc1nnc(C2CCCCC2)n1N
  -1.3%	-6.4%	-18.7%[46.1 µM]	-0.2%[38.3 µM]	1.6%	-1.6%	2.4%
> COc1ccc(-c2cc(C(=O)NC(C(=O)O)C(C)C)c(C)o2)cc1OC (stereo not given)
  8.0%	-7.8%	-1.9%[46.1 µM]	5.9%[38.3 µM]	-4.9%	2.9%	-7.6%
> O=C(CCc1nc(-c2cccs2)no1)Nc1cnc2ccccc2c1
  -6.2%	8.5%	-16.3%	-8.2%	2.2%	-20.3%	-1.0%
> O=C(CCc1nnc(Cc2cccc(C(F)(F)F)c2)o1)NCC(F)(F)F
  1.9%	18.0%[46 µM]	6.6%	5.3%	-2.6%	-0.7%	1.9%
> Cc1ccc(S(=O)(=O)CC(c2ccccc2)N2CCOCC2)cc1 (stereo not given)
  2.6%	-0.8%	-22.5%[46.1 µM]	-17.7%[38.3 µM]	0.2%	-6.6%	-0.7%
> O=C(Nc1cccc2c1CCCC2)c1ccco1
  0.7%	8.9%	3.7%[46.1 µM]	7.4%[38.3 µM]	4.7%	3.1%	8.8%
> Cc1cccc(-n2nnc3c(=O)n(CC(=O)Nc4cc(C)on4)cnc32)c1
  -7.5%	.	-2.8%	3.4%	-2.2%	-2.7%	0.8%
> CC1CCC(NC(=O)c2ccc(S(C)(=O)=O)cc2)CC1 (stereo not given)
  1.0%	-13.1%	22.4%	5.0%	6.7%	-2.8%	-1.0%
> Cc1cccc(NC(=O)C2CCCN(C(=O)NC3CCCCC3)C2)c1C (stereo not given)
  -3.0%	0.3%	1.3%[46.1 µM]	-9.8%[38.3 µM]	-5.0%	-0.4%	-1.3%
> CCOC(=O)N1CCN(S(=O)(=O)c2ccc(C(=O)NNc3nc4c(C)cccc4s3)cc2)CC1
  6.1%[2.36 µM]	?	-0.7%	8.2%	9.6%	-12.9%	-0.3%
> COC(=O)c1ccc(NC(=O)CN(C2CCCCC2)S(C)(=O)=O)cc1
  3.7%	-16.8%	-9.4%[46.1 µM]	21.5%[38.3 µM]	3.2%	7.0%	0.0%
> CCc1cccc(CC)c1NC(=S)NCC(c1cccnc1)N1CCOCC1 (stereo not given)
  -1.4%	-14.6%	22.2%	3.6%	3.8%	3.2%	4.0%
> Cc1onc(-c2c(F)cccc2Cl)c1-c1nnc(-c2cccc3ccccc23)o1
  -1.0%	.	32.9%	.	.	-7.8%	-2.4%
> O=C(O)c1c[nH]c(=S)n1-c1ccc(F)cc1
  -0.5%	0.9%	4.5%[46.1 µM]	-15.3%[38.3 µM]	-1.1%	8.3%	-0.5%
> CSc1cccc(NC(=O)Cn2cccc2)c1
  -5.0%	8.5%	6.6%[46.1 µM]	-20.7%[38.3 µM]	-2.6%	-7.6%	-2.1%
> CCn1c(CCNC(=O)c2ccc(OC)cc2)nnc1SCC(=O)Nc1ccccc1F
  -5.9%	2.0%[46 µM]	-1.9%	-8.8%	0.5%	-6.6%	-1.4%
> COc1ccc(Cl)cc1C(=O)NCc1cn(C)nc1C
  -3.7%	-2.2%	-0.7%[46.1 µM]	2.0%[38.3 µM]	-2.2%	-8.1%	3.4%
> O=C(NC(=S)Nc1ccc(N2CCN(C(=O)c3ccccc3)CC2)cc1)c1cccs1
  ?	?	-26.1%	12.3%	0.1%	-13.4%	1.1%
> COc1ccccc1N1CCN(C(=O)CN(Cc2ccc(Cl)cc2)S(C)(=O)=O)CC1
  3.7%	?	-14.4%[46.1 µM]	4.7%[38.3 µM]	3.7%	-13.2%	0.0%
> O=C(Cn1nnc2ccccc21)N/N=C\C=C\c1ccccc1
  1.7%	4.0%	-12.1%[46.1 µM]	-2.5%[38.3 µM]	-1.3%	2.6%	1.9%
> COc1ccc(C2Oc3ccccc3N2C(C)=O)cc1 (stereo not given)
  -0.5%	2.9%	-13.8%[46.1 µM]	-0.7%[38.3 µM]	2.3%	-6.6%	-2.1%
> Cc1cccc(-n2c(SCC(=O)NC3CCCC3)nnc2-c2ccoc2C)c1
  3.1%	2.3%	-29.3%[46.1 µM]	11.0%	-6.4%	2.3%	1.2%
> O=C(Cc1c[nH]c2ccccc12)OCCOC(=O)Cc1c[nH]c2ccccc12
  -13.2%	?	-20.6%[46.1 µM]	25.1%	1.5%	7.2%	-0.8%
> CCOC(=O)c1sc(=NC(=O)c2cccc(C)c2)n(C)c1C
  3.5%	.	?	?	-4.7%	4.1%	1.2%
> CCOC(=O)C1=NOC(Cn2cc(C(C)=O)c(=O)[nH]c2=O)C1 (stereo not given)
  -12.1%	.	11.8%	-9.0%	5.3%	-1.7%	10.1%
> CN(Cc1cc(=O)[nH]c2ccccc12)C(=O)c1ccccc1
  -4.4%	1.8%	1.0%[46.1 µM]	8.8%[38.3 µM]	-4.8%	8.2%	-0.7%

Laid out differently: results already given.
SMILES | CBFb-RUNX1 inh | LMNA splice mod | NPSR antag | IMPase Li cell | KinaseGlo FLuc | aGal spleen mod | Epigenetic derep
COc1ccc(Cl)cc1C(=O)NCc1cn(C)nc1C | -3.7% | -2.2% | -0.7%[46.1 µM] | 2.0%[38.3 µM] | -2.2% | -8.1% | 3.4%
O=C(NC(=S)Nc1ccc(N2CCN(C(=O)c3ccccc3)CC2)cc1)c1cccs1 | ? | ? | -26.1% | 12.3% | 0.1% | -13.4% | 1.1%

(next part)
Results follow in this order: CBFb-RUNX1 inh	LMNA splice mod	NPSR antag	IMPase Li cell	KinaseGlo FLuc	aGal spleen mod	Epigenetic derep
> CCOC(=O)C1CCN(Cc2oc(CO)cc(=O)c2O)CC1
  4.0%	22.2%	-9.8%[46.1 µM]	-3.0%[38.3 µM]	4.6%	1.2%	-4.8%
> CCCCC(=O)NS(=O)(=O)c1ccc(N=NN(CC)CC)cc1
  1.2%	-6.3%[46 µM]	6.1%	1.8%	1.6%	-5.3%	?
> Cc1ccc(CN2CC(C(=O)Nc3cc(S(C)(=O)=O)ccc3Cl)CC2=O)cc1 (stereo not given)
  8.6%	?	-2.6%[46.1 µM]	-19.8%[38.3 µM]	3.9%	4.2%	0.0%
> NC(=O)C1(N2CCCCC2)CCN(S(=O)(=O)c2cc(Cl)ccc2Cl)CC1
  -0.8%	-7.2%	-15.1%[46.1 µM]	0.7%[38.3 µM]	-0.4%	-1.8%	-0.8%
> CCCCCc1cccnc1
  14.0%	.	-25.1%	.	.	3.9%	-0.3%
> CCC(=O)N1CCc2cc(S(=O)(=O)NCCN3CCC(C)CC3)ccc21
  -2.9%	-0.9%	5.0%[46.1 µM]	22.3%[38.3 µM]	-0.4%	1.7%	-6.7%
> CCOC(=O)c1c2n(c3c(NCc4ccccc4)ncnc13)CCCC2
  -4.8%	-8.1%	-6.0%[46.1 µM]	4.1%[38.3 µM]	-1.2%	4.0%	-0.4%
> Cc1nc2ccccc2c(=O)n1CCCO
  -2.7%	-1.4%	-1.0%[46.1 µM]	-0.5%[38.3 µM]	0.4%	11.1%	0.0%
> COc1cccc(NC(=O)N2CCCC2C(=O)Nc2ccc3c(c2)OCO3)c1 (stereo not given)
  2.8%	-6.2%	?	-1.6%	-0.1%	-0.3%	-2.0%
> CCOc1ccc(C(=O)O/N=C(\N)c2ccc([N+](=O)[O-])cc2)cc1OCC
  5.0%	-4.0%	13.3%	6.7%	3.8%	-4.9%	0.0%
> COc1ccc(CC(=O)Nc2cccc(-c3nnc(-c4ccccc4)o3)c2)cc1OC
  ?	?	?	42.2%[activator][38.3 µM]	-1.6%	-10.3%	0.9%
> O=S(=O)(CCSc1ccccn1)c1nc2ccccc2s1
  7.3%	?	11.0%[46.1 µM]	39.1%[activator][38.3 µM]	2.3%	-18.1%	-1.1%
> CCc1ccc[n+](-c2nc3ccccc3nc2C(=C=[N-])C#N)c1
  -2.5%	.	-13.6%	.	.	10.5%	0.3%
> COc1ccc(CN(C)C(=S)Nc2ccc(Cl)cc2)cc1
  -1.0%	.	-13.3%	17.8%	-1.2%	1.4%	3.5%
> CCN1C(=O)/C(=C\N2CCCCCC2)SC1=S
  -2.8%	-16.7%	14.4%[46.1 µM]	.	.	1.0%	-4.1%
> COC(=O)[C@@]1(Cc2ccc(OC)cc2)[C@H]2c3cc(C(=O)N(C)C)n(CCO)c3C[C@H]2CN1C(=O)c1ccccc1
  4.1%	.	.	-2.5%	2.0%	6.8%	0.7%
> COC(=O)c1ccccc1NC(=O)CCS(=O)(=O)c1ccc(Br)s1
  6.7%	-16.1%	-13.9%[46.1 µM]	26.9%[38.3 µM]	-1.6%	-2.6%	-1.0%
> O=C(Nc1ccc(N2C(=O)CCC2=O)cc1Cl)c1cccs1
  8.7%	0.6%[46 µM]	-20.3%	-2.3%	-0.3%	1.8%	0.0%
> CN(C)c1ncc2ncc(=O)n(Cc3cccs3)c2n1
  .	.	.	15.6%	-2.2%	7.1%	.
> CC(=O)N(Cc1cccs1)Cc1cc2cc(C)c(C)cc2nc1Cl
  -2.9%	.	-48.0%	3.5%	3.1%	-0.5%	4.8%
> Cc1cccc(OCC(=O)Nc2ccc(N3CCN(C(=O)c4ccccc4)CC3)cc2)c1
  0.4%	?	0.5%	8.5%	-0.9%	-11.4%	-0.9%
> CN(C(=O)CSc1ncc(C(F)(F)F)cc1Cl)c1c(N)n(Cc2ccccc2)c(=O)[nH]c1=O
  2.2%	.	-8.8%	-0.1%	-3.4%	-3.2%	-3.2%
> COC(=O)C(C)(C)ONC(=O)Nc1ccccc1Br
  -10.2%	?	13.1%	-3.6%	1.1%	-3.4%	-1.0%
> Cc1cc(=O)[nH]n(CCO)c1=O
  11.2%	.	-12.5%	.	.	-3.3%	0.9%
> CCOC(=O)NCc1ccc2c(c1)cc(C)n2C
  -6.8%	-9.5%	-6.2%[46.1 µM]	0.1%[38.3 µM]	-2.7%	0.9%	5.6%
